Pf Dd2 inh: qHTS Primary assay for Inhibitors of Plasmodium falciparum Dd2 growth in vitro | P. falciparum Dd2 growth, SYBR Green, 72 h | Potency, µM (doses to about 28.9 µM), inactives show top-dose activity, negative = inhibition, usual class: inhibitors | actives 4.3% (n = 120,000); active means well fitted inhibition curve with a large enough effect; inconclusive means small, poorly fitted or top-dose-only effect; inactive means no such curve, though single readings can be large or run the other way;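 further: plate controls were DMSO vehicle for no effect and reference drug for full effect; nearly all actives have a fitted effect of over 65% in size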
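Infected erythrocytes (Dd2, 0.3% parasitemia, 2.5% hematocrit final) are added to compound in RPMI-1640/Albumax II medium, grown 72 h at 37C in low oxygen, then lysed with saponin/Triton-X containing SYBR Green and read by fluorescence.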
An asterisk follows results filed as active; i = inactive; ? = inconclusive; [ ] = another dose, or the depositor's remark. Potency means the concentration at half of the fitted maximal effect. Not all compounds are listed, so the mix of outcomes need not match the whole.

SMILES | Pf Dd2 inh
CCC(=O)N(C1CCOCC1)C1CCN(Cc2ccc(C(F)(F)F)cc2)CC1 | -24%
O=C(NC1CCN(c2ccc(F)cc2)C1=O)c1ccc(F)cc1Cl (stereo not given) | -10%
CNC(=O)[C@@H]1CN(Cc2ccccc2)C[C@H]1c1n[nH]c(C)n1 | -19%
CC(C)CN(CCCNC(=O)CN1C(=O)COc2ccc(S(=O)(=O)N3CCCCCC3)cc21)CC(C)C | 11µM*
CC(C)N1C[C@H](O)C[C@H]1c1nnc2n1CCN(C(=O)CCCc1ccccc1)C2 | i
CCc1noc(C)c1C(=O)N1CCCN(Cc2ccc(F)cc2)C(C(C)C)C1 (stereo not given) | -16%
CC(C)N1CCC(O)(c2csc(CN3CCN(C)CC3)n2)CC1 | -5%[44.1 µM]
COC(=O)C1=C(C)N=C2SC=C(CC(=O)NCc3ccco3)N2C1c1cccc(F)c1 (stereo not given) | i
COc1ccc(C2=C(C)C(=NCCCN3CCN(c4cc(Cl)ccc4C)CC3)NS2(=O)=O)cc1 | -20%
NC1CCCCN(C(=O)CCc2nc3ccccc3[nH]c2=O)C1 (stereo not given) | -7%
CCOc1ccc(CCNC(=O)c2cnc3sc(N(CC)CC)nn3c2=O)cc1OCC | i
Cc1oc(-c2ccccc2F)nc1CS(=O)(=O)CC(=O)NCCc1ccc(Cl)cc1 | 35%[activator]
O=C(COc1ccc(Br)cc1Br)Nc1ccc(S(=O)(=O)Nc2ncccn2)cc1 | 22%
Cc1noc(C)c1S(=O)(=O)N1C[C@@H](Oc2ccccc2)C[C@H]1C(=O)N1CCCC1 | ?
CCOC(=O)C[C@@H]1C[C@@H](C(C)C)[C@H](CNC(=O)C(C)(C)C)C=C1C | ?

3 compounds out of the list, ordered by count of non-hydrogen atoms, lowest first.
SMILES | Pf Dd2 inh
Cc1noc(C)c1S(=O)(=O)N1C[C@@H](Oc2ccccc2)C[C@H]1C(=O)N1CCCC1 | ?
CCOc1ccc(CCNC(=O)c2cnc3sc(N(CC)CC)nn3c2=O)cc1OCC | i
CC(C)CN(CCCNC(=O)CN1C(=O)COc2ccc(S(=O)(=O)N3CCCCCC3)cc21)CC(C)C | 11µM*

(cont.)
SMILES | Pf Dd2 inh
COc1cc(C(=O)Nc2nnc(CC(C)(C)C)s2)cc(OC)c1OC | -15%
Cc1ccc(N2CC(c3noc(-c4ccc(F)cc4Cl)n3)CC2=O)cc1 (stereo not given) | 48%[activator]
CC(=O)c1cccc(NC(=O)N2CCC(CN3CCCCC3)CC2)c1 | -15%
COC[C@@H]1CN(S(=O)(=O)c2cccc(C)c2)C[C@H]1C(N)=O | 9%
COc1cccc(SCC(=O)NCc2cc3n(n2)CCNC3)c1 | -6%
O=C(NC1CCN(Cc2ccccc2)CC1)c1ccc(Cn2c(=O)c3ccccc3n(Cc3ccc(Cl)cc3)c2=O)cc1 | 5µM*
CCc1ccc(C(=O)CC2(O)C(=O)N(CCc3ccccc3)c3ccc(Cl)cc32)cc1 (stereo not given) | ?
O=C(NC(c1ccccc1)c1ccccc1)c1cnc2c(c1)N([S+](=O)([O-])c1cccnc1)CCC2 | 36%[activator]
CNC(=O)[C@H]1C[C@H](Oc2ccccc2)CN1Cc1cn(C)c2ccc(OC)cc12 | ?
COc1ccc(-c2noc([C@@H]3C[C@@H](O)CN3Cc3cc4ccccc4o3)n2)cc1 | ?
CN(C1CCc2nn(CC3CC3)c(=O)n2CC1)S(=O)(=O)c1cccnc1 (stereo not given) | 0%
Cc1ncccc1C(=O)N1CCC(N2C(=O)CCC2C(=O)NCc2ccccc2)CC1 (stereo not given) | 40%[activator]
COC(=O)CNC(=O)NC1CCN(C(=O)N2CC3CC(C2)[C@H]2CCCC(=O)N2C3)CC1 (stereo not given in full) | -2%
Cc1cc(O)c(C(c2ccc(F)cc2)N2CCCCC2)c(=O)n1Cc1ccco1 (stereo not given) | 21%
Cc1noc(C)c1CCC(=O)N1CCOC(Cc2cccc(F)c2)C1 (stereo not given) | -3%
CC1(c2ccccc2)N(Cc2ccccc2F)C(=O)OC12CCN(C(=O)Cc1ccc(O)cc1)CC2 (stereo not given) | -6%
CCNc1ccnc(N2CCN(Cc3cccc(OC)c3)C(CCO)C2)n1 (stereo not given) | ?
COc1ccc(-c2ccc(=O)n3c2[C@@H]2C[C@@H](CN(C(=O)NC4CCCCC4)C2)C3)cc1 | -17%[44.1 µM]
COc1ccc2[nH]c(=O)c(CCC(=O)NCCCN3CCCCC3C)cc2c1 (stereo not given) | -24%
CC(C)Oc1ccc(C(=O)Nc2c(C(=O)Nc3cccc(F)c3)oc3ccccc23)cc1 | ?
COc1ccccc1-c1nc2nccc(-c3ccc(Cl)cc3)n2n1 | ?
COc1cccc(NC(=O)c2csnn2)c1 | -26%
COc1ccc2c(c1)C(C[C@H]1CN(C(=O)C(C)(C)C)CC[C@H]1CC(=O)O)=NCC2 | -11%[44.1 µM]
COc1cc(C2Nc3ccccc3-c3nnc(SCc4ccc(Cl)cc4)nc3O2)ccc1OCC(=O)O (stereo not given) | ?
O=C(CCn1nc(-c2ccc(Cl)cc2)ccc1=O)NCCc1ccccc1 | -28%
COc1ccc(NC(=O)c2cnc3c(c2)N(C(=O)Cc2ccc(C(C)C)cc2)CCC3)cc1OC | -16%
COc1ccc(C(=O)N2CCOC3(CCN(C(=O)CN)CC3)C2)cc1 | -5%
CCCc1nc(C(=O)N[C@H]2COC[C@H]2Cc2cc(C)no2)cs1 | 0%
Cn1nc(C2CCCC2)cc1[C@H]1CN2CC[C@H]1C[C@@H]2CNC(=O)c1cccs1 | ?
COc1cccc(OCC(=O)c2ccc3c(c2)N(CC(=O)NCc2ccc(F)cc2)C(=O)CO3)c1 | -7%

Brought forward from above: 2 entries; new compounds follow.
SMILES | Pf Dd2 inh
Cn1nc(C2CCCC2)cc1[C@H]1CN2CC[C@H]1C[C@@H]2CNC(=O)c1cccs1 | ?
COc1cccc(OCC(=O)c2ccc3c(c2)N(CC(=O)NCc2ccc(F)cc2)C(=O)CO3)c1 | -7%
COCCNC(=O)c1nc(-c2cccc(C(F)(F)F)c2)c2cnccn12 | 10µM*
Cc1noc2c(NCCN3CCOCC3)cc(-c3ccc(Cl)cc3)nc12 | -13%[44.1 µM]
CC(C)NC(=O)c1ccccc1OCC1CCCNC1 (stereo not given) | i
CC(C)N(C)Cc1nnnn1CC(=O)NCc1nncn1C1CCCCC1 | 8%
COc1cc2c(cc1OCc1ccncc1)NC(=O)C21CCN(Cc2cccnc2)CC1 | i
CCCc1cc(C(=O)NCCc2nc(-c3ccccn3)no2)n[nH]1 | -15%
O=C(CNC(=O)c1ccc(Cl)cc1)OCc1cc(=O)n2ccsc2n1 | 30%
CS(=O)(=O)N1CCc2cc(C(=O)Nc3ccc(S(N)(=O)=O)cc3)ccc21 | -2%
O=C(CCc1ccc(O)cc1)N1CCN(Cc2ccccc2)CC(O)C1 (stereo not given) | ?
Cc1ccc(NC(=O)N[C@H]2C[C@@H](c3nc(-c4ccc(F)cc4)no3)N(C)C2)cc1 | -35%[44.1 µM]
COCCN1CC2(CCCN(Cc3ccc4cccc(F)c4n3)C2)CCC1=O (stereo not given) | -6%
O=C(NCc1nnc2cc(-c3nc(C4CC4)no3)ccn12)c1ccccc1Cl | -5%
COc1cc(C(CC(=O)NCc2ccccc2Cl)N2Cc3ccccc3C2=O)cc(OC)c1OC (stereo not given) | i
CCCCNC(=O)CSc1nnc(C)c2c(C)n(-c3ccccc3)nc12 | ?
CCn1nc(C)c2c(-c3ccccc3)cc(=O)n(C(C)C(=O)NCCC(C)C)c21 (stereo not given) | -2%
CNC(=O)[C@@H]1C[C@@H](O)CN1C1CCN(C(=O)CCc2ccc(OC)cc2)CC1 | 6%
CCN1CCN(CCNC(=O)c2ccc(N3CC4CC(C3)[C@H]3CCCC(=O)N3C4)nc2)CC1 (stereo not given in full) | i
CCC(Oc1ccccc1)C(=O)Nc1ccc2oc(-c3ccc(OC)cc3)nc2c1 (stereo not given) | -16%
Cc1nn(-c2ccc(C(C)C)cc2)c(C)c1[C@@H]1C=C[C@@H](NC(=O)NC(C)C)C1 | ?
COc1ccc(CNC(=O)c2ccc(CS(=O)(=O)c3ccc(Br)cc3)o2)cc1 | i
Cc1ccccc1Cc1c(C)nc2nc(SCC(=O)NC(C)c3ccccc3)nn2c1C (stereo not given) | 43%[activator]
CS(=O)(=O)N1Cc2ccccc2CC2(CCN(Cc3ccccn3)C2)C1 (stereo not given) | -29%
CCCN(CCC)CCCNC(=O)Cn1ncc2c3ccccc3n(Cc3ccccc3F)c2c1=O | 5µM*
COc1ccc(C(=O)NCCC2CCN(C(=O)Nc3cc(F)ccc3F)CC2)cc1 | i
Fc1ccc(C2Cn3cnc(-c4nc(-c5ccsc5)no4)c3CO2)cc1 (stereo not given) | ?
Cc1ccc(OCc2nc(C3CCCN3C(=O)NC(C)C)no2)cc1 (stereo not given) | ?
Cc1ccc(CN2C(=O)NC3(CCCN(C(=O)c4cc5ccccc5[nH]4)C3)C2=O)cc1 (stereo not given) | ?
CCN(CC)CC[C@H]1CN(C(=O)c2ccc(N(C)C)cc2)CC[C@H]1CC(=O)O | 5%[44.1 µM]
Clc1cccc(-n2ncc3c(NC4CCCCCC4)ncnc32)c1 | -12%
FC(F)(F)c1ccc(CN2CCCC3(CC(c4ccccc4)=NO3)C2)cc1 (stereo not given) | ?
O=C1NCc2ccccc2CC12CCN(Cc1ccc(Cl)s1)C2 (stereo not given) | -7%
COC(=O)c1ccccc1NC(=O)CCS(=O)(=O)c1nc(-c2ccc3c(c2)OCO3)cc(C(F)(F)F)n1 | 44%[activator]
Cc1ccc(/C=C/c2onc(C)c2S(=O)(=O)N2CCC(C(=O)N3CC(C)Oc4ccccc43)CC2)cc1 (stereo not given) | ?
COc1ncccc1CNC[C@H]1Cn2cc(-c3ccc4c(c3)OCCCO4)nc2CO1 | ?
Cc1cc(-c2nn(-c3ccccc3F)cc2CN2CCCC(C#N)C2)c(C)s1 (stereo not given) | ?
CCn1cc(C(=O)N2CCN(c3cc(C)ccc3C)CC2)c(=O)c2cc(S(=O)(=O)N3CCCCC3)ccc21 | 12%
Cc1ccc2nc(CO[C@H]3CN(Cc4ccccn4)C[C@H]3F)[nH]c2c1 | -1%[44.1 µM]
CCCc1nnc(SCc2cc(=O)c3c(C)cc(C)cc3[nH]2)n1C | i
COc1ccc(NC(=O)CC2Oc3ccc(C)cc3NC2=O)cc1Cl (stereo not given) | 18%
Cc1ccc(NC(=O)Cn2c(C)cc3nc4n(c(=O)c32)CCCC4)cc1Cl | -18%
CSc1nn(Cc2ccccc2C)c(NC(C)=O)c1S(=O)(=O)c1ccc(C)cc1 | -1%
O=C(c1cccc2[nH]ccc12)N1CCCC(n2cc(-c3nc(C4CC4)no3)nn2)C1 (stereo not given) | ?
COc1ccc(NC(=O)CC2C(=O)N(c3cccc(OC)c3)C(=O)N2CCC2=CCCCC2)cc1 (stereo not given) | i
CCOC(=O)C1CCC(CN(Cc2ccccc2)S(=O)(=O)c2ccc(Cl)cc2)CC1 (stereo not given) | i
CCn1cc2nc(SCC(=O)Nc3cc(OC)cc(OC)c3)n(Cc3ccc(Cl)cc3)c(=O)c2n1 | ?
COc1ccc(-n2nc3n(c2=O)CCN(Cc2ccc(NC(C)=O)cc2)C3)cc1 | -17%
CCN1CCN(C(=O)c2ccc3nccn3c2)CC1 | 26%[44.1 µM]
CCNC(=O)Nc1ccc(OCC(=O)N2CCN(CC(C)C)CC2)nc1 | 25%
CCCN(CC1CCOC1)C(=O)Nc1ccc(C)cc1 (stereo not given) | i[5.79 µM]
Clc1ccc(Nc2c(-c3cccs3)nc3ccc(Cl)cn23)cc1 | ?
CC(=O)Nc1ccc(C(=O)N2CCC3(CC2)N=C(c2cccc(Br)c2)NO3)cc1 | 11µM*
CCOC(=O)CNC(=O)CC(c1cc(OC)c(OC)c(OC)c1)N1Cc2ccccc2C1=O (stereo not given) | i
COc1ccc(-c2nc3sc(CCNC(=O)C(=O)Nc4cccc(NC(C)=O)c4)c(C)n3n2)cc1 | i
CC(C)(Cc1ccc(F)cc1)NC(=O)C1CCC(=O)N(Cc2ccccn2)C1 (stereo not given) | -21%
Cc1ccc(CNC(=O)N2CCC(N3C(=O)C4(CCCCC4)C3c3ccncc3)CC2)cc1 (stereo not given) | 11µM*
CC(C)CN1CCN(C(=O)c2ccc3c(c2)C(O)CCCCCN3C)CC1 (stereo not given) | i
O=C1NCCOCCCN(S(=O)(=O)c2ccc3c(c2)CCC3)[C@H]2CCC[C@@H]12 | -23%
CCc1ccc(NC(=O)Cn2c(N3CCOCC3)nc(COC)cc2=O)cc1 | i
Cc1cc(C(=O)N(C)CC2(C)CCOCC2)nn1C | 3%
COc1ccc(-n2cc(C(=O)NCCc3ccc(C)cc3)c3ccccc3c2=O)cc1 | i
CCOC(=O)c1ccc(NC(=O)Cn2nnc(-c3ccc(C(F)(F)F)cc3)n2)cc1 | -13%

Quoted from the entries so far, 7 compounds:
SMILES | Pf Dd2 inh
COc1ccc(-n2nc3n(c2=O)CCN(Cc2ccc(NC(C)=O)cc2)C3)cc1 | -17%
CCN1CCN(C(=O)c2ccc3nccn3c2)CC1 | 26%[44.1 µM]
CCNC(=O)Nc1ccc(OCC(=O)N2CCN(CC(C)C)CC2)nc1 | 25%
CCCN(CC1CCOC1)C(=O)Nc1ccc(C)cc1 (stereo not given) | i[5.79 µM]
Clc1ccc(Nc2c(-c3cccs3)nc3ccc(Cl)cn23)cc1 | ?
CC(=O)Nc1ccc(C(=O)N2CCC3(CC2)N=C(c2cccc(Br)c2)NO3)cc1 | 11µM*
CCOC(=O)CNC(=O)CC(c1cc(OC)c(OC)c(OC)c1)N1Cc2ccccc2C1=O (stereo not given) | i

Source: PubChem BioAssay
